MCL1-BIM inh – MCL1-BIM-BH3 interaction inhibition (human); AID 2057; inhibition, % at 10.9 µM; GST-MCL1 / FITC-Bim-BH3 fluorescence polarization; Q07820; actives 0.68% (n = 320,000);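 active = inhibition above the mean inhibition of all tested compounds plus 3 SD, set per campaign, cut at about 40% in these data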;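 also: 0% = DMSO wells and 100% = unlabeled Bim-BH3 peptide control; higher means more loss of mP so more displacement of Bim peptide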
MEX-5 binding – C. elegans MEX-5 TCR-2 RNA binding activity | activity score (negative = inhibition of binding), % at 10 µM | AID 1832 | Q9XUB2 | actives 0.38% (n = 300,000) | MEX-5/FITC-TCR2 RNA binding, fluorescence polarization; active compounds read low;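 active = inhibition past about -25% in most replicates, and total fluorescence under double the plate's negative control median, limit read from the data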;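 also: 0% = DMSO and -100% = 5 µM competing unlabeled TCR2 RNA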
PAFAH1B2 FP inh – PAFAH1B2 (human) inhibition. inhibition, % at 3.39 µM. recombinant PAFAH1B2, FP-rhodamine activity probe, fluorescence polarization. P68402. actives 1.2% (n = 340,000);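 active = inhibition above the mean of all tested compounds plus 3 SD, cut at about 24% in these data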;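 also: 0% = enzyme with DMSO and 100% = wells lacking PAFAH1B2; many of its hits are not listed in these tables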
pPAFAH inh – inhibitors of human plasma PAF acetylhydrolase (pPAFAH) | inhibition, % at 3.39 µM | recombinant pPAFAH, FP-rhodamine probe fluorescence polarization | actives 1.5% (n = 330,000);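 active = inhibition above the mean inhibition across the screen plus 3 SD, cut at about 25% in these data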;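 also: inhibitors block binding of the rhodamine activity-based probe so polarization drops; 0% = enzyme with DMSO and 100% = wells lacking pPAFAH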
Fam108B inh – Fam108B inhibition, counter-screen for RBBP9 inhibitors. recombinant Fam108B, FP-Rh probe fluorescence polarization. inhibition, % at 9.51 µM. actives 0.33% (n = 300,000). AID 1947;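 active = inhibition above the screen mean inhibition plus 3 SD, computed separately per campaign, cut at about 18% in these data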;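 also: inhibitors lower polarization as less probe binds the enzyme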
Bcl-xL primary – blocks human Bcl-xL binding to Bim BH3 peptide. actives 0.7% (n = 320,000). AID 2129. inhibition, % at 10.9 µM. Q07817. GST-Bcl-xL / FITC-Bim BH3 peptide fluorescence polarization;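 active = inhibition above the mean of all tested compounds plus 3 SD, cutoff set per campaign, cut at about 30% in these data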;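 also: 0% = DMSO wells and 100% = unlabeled Bim-BH3 peptide competitor; inhibitors lower millipolarization by displacing the labeled peptide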
PME-1 inh – blocks human protein phosphatase methylesterase 1; inhibition, % at 5.9 µM; Q9Y570; recombinant PME-1, FP-Rh probe fluorescence polarization; actives 0.53% (n = 320,000);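 active = inhibition above the campaign mean of all compounds plus 3 SD, cut at about 26% in these data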;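 also: competitive labeling of PME-1 active site by serine hydrolase directed probe; 0% = PME-1 with DMSO and 100% = wells lacking PME-1 enzyme; inhibitors block probe labeling so polarization falls and inhibition rises; many of its hits are not listed in these tables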
AHR activator – activates the human aryl hydrocarbon receptor; P35869; AHR-responsive luciferase reporter cells, luminescence; AID 2796; activation, % at 5 µM; actives 2.5% (n = 320,000); in the data active = activation above about 47%;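 also: 0% = vehicle wells and 100% = reference agonist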
Target sequence (P35869 whole entry, looked up): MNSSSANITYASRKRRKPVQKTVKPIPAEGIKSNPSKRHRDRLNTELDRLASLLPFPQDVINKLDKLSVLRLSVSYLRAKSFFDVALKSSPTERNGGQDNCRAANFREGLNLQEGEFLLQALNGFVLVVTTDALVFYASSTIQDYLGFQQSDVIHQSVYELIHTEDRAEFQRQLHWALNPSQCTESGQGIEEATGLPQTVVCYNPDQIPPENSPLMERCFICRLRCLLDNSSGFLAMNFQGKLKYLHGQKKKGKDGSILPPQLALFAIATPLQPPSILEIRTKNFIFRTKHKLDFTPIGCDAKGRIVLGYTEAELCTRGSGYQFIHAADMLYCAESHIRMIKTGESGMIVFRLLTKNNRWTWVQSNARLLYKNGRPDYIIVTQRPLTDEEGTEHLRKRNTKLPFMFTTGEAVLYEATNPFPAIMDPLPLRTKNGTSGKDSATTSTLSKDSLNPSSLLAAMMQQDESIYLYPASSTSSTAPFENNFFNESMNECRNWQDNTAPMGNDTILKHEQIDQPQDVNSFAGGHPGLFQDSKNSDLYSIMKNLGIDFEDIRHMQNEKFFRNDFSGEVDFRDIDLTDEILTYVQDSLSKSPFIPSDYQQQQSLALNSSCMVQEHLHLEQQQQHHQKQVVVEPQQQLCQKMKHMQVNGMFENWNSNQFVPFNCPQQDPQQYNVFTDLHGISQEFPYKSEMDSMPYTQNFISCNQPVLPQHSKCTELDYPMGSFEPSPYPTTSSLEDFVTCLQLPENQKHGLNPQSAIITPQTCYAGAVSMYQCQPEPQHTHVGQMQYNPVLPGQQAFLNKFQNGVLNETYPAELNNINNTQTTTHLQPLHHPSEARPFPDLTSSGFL
GLD-1 RNA inh – GLD-1-TGE RNA interaction inhibition (C. elegans) | purified GLD-1 + fluorescein TGE RNA, fluorescence polarization | Q17339 | inhibition, % at 5.96 µM | actives 0.44% (n = 320,000);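 active = percent inhibition above a per-plate cutoff, the plate mean of test compounds plus 3 SD, cut at about 30% in these data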;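 also: 0% = DMSO wells with GLD-1 and probe and 100% = wells lacking GLD-1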
* = called active by the depositor; nt = not tested or not shown.

#	Molecule	MCL1-BIM inh	MEX-5 binding	PAFAH1B2 FP inh	pPAFAH inh	Fam108B inh	Bcl-xL primary	PME-1 inh	AHR activator	GLD-1 RNA inh
1	CC1CN(S(=O)(=O)c2cccc(C(=O)NCCCn3ccnc3)c2)CC(C)O1 (stereo unspecified)	7	-1.8	-2	1	3	4	-2	5	5
2	CC1CCCCC12NC(=O)N(CC(=O)N1CCN(S(=O)(=O)/C=C/c3ccccc3)CC1)C2=O (stereo unspecified)	-20	nt	-2	2	nt	-8	-4	2	3
3	OCCCNc1nc(-c2ccc(Br)cc2)nnc1-c1ccc(Cl)cc1	-5	-1.8	5	-1	-2	-2	-5	19	-1
4	Cc1cc(C)cc(NC(=O)Oc2ccccc2N2CCCCC2)c1	-2	2.0	6	0	-3	-2	3	14	1
5	COc1cc(S(=O)(=O)NCc2ccccc2Cl)ccc1-n1cnnn1	2	1.6	0	0	2	2	5	1	0
6	CC1CCCN(C(=O)c2cccc(S(=O)(=O)N3CCCC3)c2)C1 (stereo unspecified)	9	nt	8	-8	nt	5	-15	2	-10
7	Cc1ccc2c(cnn2C(=O)CCC(=O)N2CCCCC2)c1	0	-1.1	2	-3	-1	0	0	-1	0
8	CC(NS(=O)(=O)c1ccc(Br)cc1)C(=O)NCc1ccco1 (stereo unspecified)	8	0.6	16	-2	-1	4	0	0	7
9	O=C(O)CN1C(=O)c2ccc(Oc3ccc([N+](=O)[O-])cc3)cc2C1=O	4	-1.5	3	10	-3	-1	3	1	8
10	NC(=O)c1ccc(NC(=O)COC(=O)c2cc3ccccc3cc2O)cc1	nt	nt	-5	-5	nt	nt	nt	14	-2
11	COC(=O)CCP(=O)(O)Cc1ccccc1CP(=O)(O)CCC(=O)OC	-1	-1.7	-3	8	-2	-5	1	-3	8
12	COc1cc(CCC(=O)OCC(=O)Nc2ccc(F)c(F)c2F)cc(OC)c1OC	-2	-0.1	3	6	2	3	-1	-1	1
13	CCO/C([O-])=N/c1sn[n+](C)c1C	13	2.3	nt	-2	-5	7	-8	1	1
14	O=C(Nc1ccc(S(=O)(=O)N2CCCC2)cc1)C1COc2ccccc2O1 (stereo unspecified)	-2	-0.4	4	-10	-1	-1	1	2	0
15	CC(OC(=O)c1ccc2ncsc2c1)C(=O)N1CCCC1 (stereo unspecified)	0	-2.5	nt	1	-1	4	0	2	5
16	CC(Sc1ccc(Cl)cc1)C(=O)NNC(=O)c1ccncc1 (stereo unspecified)	-4	nt	8	4	nt	-1	-7	-1	-6
17	COc1ccc(/C=N/n2cnc3scc(-c4cccs4)c3c2=O)cc1OC	1	-0.4	-6	-1	0	0	-1	27	1
18	CCC(C(=O)N1CC2(C)CC1CC(C)(C)C2)N1C(=O)c2ccccc2C1=O (stereo unspecified)	-3	0.6	16	-6	1	-1	1	-1	4
19	Cc1c(Cc2ccc3c(c2)OCO3)sc(NC(=O)c2cccc3ccccc23)c1C(N)=O	8	1.3	-7	-25	-18	3	-38	103*	-8
20	COc1ccc(NC(=O)CN(C)C(=O)c2cccnc2Sc2ccc(C)c(C)c2)cc1	-4	-0.3	-5	3	0	-1	4	0	5

Continuation.
#	Molecule	MCL1-BIM inh	MEX-5 binding	PAFAH1B2 FP inh	pPAFAH inh	Fam108B inh	Bcl-xL primary	PME-1 inh	AHR activator	GLD-1 RNA inh
21	CCCc1cc(-c2n[nH]c(=S)n2CC(C)C)cs1	-23	-0.2	5	5	3	-24	0	0	0
22	CCc1ccc(NC(=O)C(C)OC(=O)C2CCC(=O)N2)cc1 (stereo unspecified)	-3	-2.5	3	1	1	3	7	0	1
23	CCN(CCS(=O)(=O)c1ccc(Cl)cc1)C(=O)Nc1ccccc1	1	-0.2	nt	5	-1	4	2	0	6
24	COc1cccc(NC(=O)CSc2nc3ccccc3c(=O)n2Cc2cccs2)c1	0	-0.5	-6	-8	-15	4	-10	3	3
25	NC(=O)c1ccsc1NC(=O)COC(=O)c1ccccc1NCc1ccco1	0	-0.9	4	-2	-7	1	-13	4	2
26	COc1ccc(N(CC(=O)NCc2ccc(Cl)cc2)S(=O)(=O)c2c(C)noc2C)cc1	-4	-0.1	1	-2	-3	3	0	2	2
27	C=CC[n+]1c(-c2ccc(C)cc2)csc1Nc1c(C)n(C)n(-c2ccccc2)c1=O	0	0.4	14	10	3	0	-2	0	2
28	COc1ccccc1CNC(=O)C1CCN(S(=O)(=O)c2ccc3nc4c(c(C(=O)O)c3c2)CCCC4)CC1	13	-2.5	-5	4	2	12	-2	0	4
29	CC1=C(C(=O)N(C)C)C(c2ccccc2OC(F)F)NC(=O)N1 (stereo unspecified)	1	-1.2	2	1	-4	3	2	-1	0
30	N#Cc1nc(COc2ccccc2Cl)oc1NCc1ccco1	-6	-0.3	6	3	-2	-3	-3	7	3
31	COc1ccc(-n2c(=O)c3ccccc3c3ccccc3c2=O)c(OC)c1	-30	-0.2	5	3	-4	-10	10	-1	-1
32	N=c1c2ccccc2nnn1-c1cccc(C(F)(F)F)c1	-3	-2.6	5	-3	1	-1	-3	-1	-3
33	O=C(CCNC(=O)c1ccco1)NCCc1c[nH]c2ccccc12	nt	nt	6	-1	nt	nt	nt	33	2
34	CN(C)c1nc(-c2ccccc2)c2cc(Cl)ccc2n1	9	3.6	2	-2	-2	3	0	2	0
35	COc1cc2c(cc1OC)CN(CC(=O)NC(=O)NC1CCCCC1)CC2	-1	2.8	5	2	2	-9	1	0	-8
36	COc1ccc(-c2[nH]ncc2CN2CCC(c3ccncc3)CC2)cc1F	-3	2.0	-2	4	4	-4	6	6	-13
37	O=C(Cn1nc(-c2ccccc2)ccc1=O)Nc1ccc(N2CCN(C(=O)c3cccs3)CC2)cc1	-6	0.0	0	10	-3	0	1	3	5
38	Cn1nccc1C(=O)N1CCc2ccccc21	-2	1.0	3	1	-1	0	-3	4	-7
39	COC(=O)c1cccc(NS(=O)(=O)c2cccs2)c1C	2	0.9	5	6	0	1	6	0	2
40	C=CCc1ccc(OCCOc2cccc3cccnc23)c(OC)c1	3	-2.6	0	5	-1	4	13	45	3

Record cards, from the list above. Values in the order: MCL1-BIM inh, MEX-5 binding, PAFAH1B2 FP inh, pPAFAH inh, Fam108B inh, Bcl-xL primary, PME-1 inh, AHR activator, GLD-1 RNA inh
COc1cc(CCC(=O)OCC(=O)Nc2ccc(F)c(F)c2F)cc(OC)c1OC as listed: -2, -0.1, 3, 6, 2, 3, -1, -1, 1
CC(NS(=O)(=O)c1ccc(Br)cc1)C(=O)NCc1ccco1 (stereo unspecified) as listed: 8, 0.6, 16, -2, -1, 4, 0, 0, 7
C=CC[n+]1c(-c2ccc(C)cc2)csc1Nc1c(C)n(C)n(-c2ccccc2)c1=O as listed: 0, 0.4, 14, 10, 3, 0, -2, 0, 2

(next part)
#	Molecule	MCL1-BIM inh	MEX-5 binding	PAFAH1B2 FP inh	pPAFAH inh	Fam108B inh	Bcl-xL primary	PME-1 inh	AHR activator	GLD-1 RNA inh
41	CC(=O)Nc1ccc(NC(=O)CSc2ncc(C(=O)Nc3ccc(Cl)cc3)c(=O)n2C)cc1	3	0.9	-2	2	-8	4	-3	68*	6
42	CCn1c(SCC(=O)Nc2cccc(F)c2)nnc1-c1cc2cc(Br)ccc2o1	-28	2.2	-4	-4	-2	-22	0	6	6
43	COc1ccc(C(=O)/C=C2/C(=O)Nc3ccccc32)cc1OC	12	-1.2	4	0	6	9	1	17	5
44	Cc1nn(Cc2ccc(C(=O)NC(C)(C)C)o2)c(C)c1Br	3	0.8	0	-1	1	6	7	1	2
45	Cc1cnn(CCC(=O)NNC(=S)NCC(C)C)c1	11	-2.0	9	7	1	2	4	1	10
46	Cc1cc(C(=O)N2CCN(c3ncccn3)CC2)c(C)o1	6	-2.2	-1	-8	2	4	6	0	6
47	Cc1nn(Cc2ccc(Cl)cc2)c(C)c1NC(=O)Cn1nc([N+](=O)[O-])c(Cl)c1C	6	-0.2	6	2	-1	10	1	7	-5
48	Cc1ccc2nc(C)c(C(=O)O)cc2c1	11	-2.4	1	-10	-7	7	-10	7	0
49	O=C(Cc1c(F)cccc1Cl)N/N=C/c1cccs1	1	0.7	0	3	-2	3	4	-3	2
50	Cc1ccc(-n2c(SCC(=O)NCc3ccco3)nc3sc4c(c3c2=O)CC(C)(C)SC4)cc1	1	-3.4	-3	-2	-13	2	-10	3	-2
51	COc1ccc(S(=O)(=O)NC(C)c2ccccc2)cc1C(=O)N1CCCCC1 (stereo unspecified)	-9	1.4	-3	-1	3	2	8	3	6
52	CC(C)NS(=O)(=O)c1ccc2c(c1)oc(=O)n2C	1	-0.3	5	1	-2	1	-3	1	4
53	COC(=O)c1c(-c2ccc3ccccc3c2)csc1NC(=O)Cc1ccc(OC)c(OC)c1	-4	0.6	-4	9	-6	-2	-6	0	-2
54	CCC(=NC(CC)CO)C1=C(O)CC(C)(C)CC1=O (stereo unspecified)	-2	-2.6	2	6	-5	0	-2	-1	-1
55	Cn1cccc1/C=N/n1cnnc1	7	-0.5	1	2	2	4	0	1	-4
56	C#CCSc1nnc(-c2ccc([N+](=O)[O-])cc2)o1	-3	-1.1	-5	3	-2	-4	10	-8	4

Looked up by structure from the entries so far (4):
#	Molecule	MCL1-BIM inh	MEX-5 binding	PAFAH1B2 FP inh	pPAFAH inh	Fam108B inh	Bcl-xL primary	PME-1 inh	AHR activator	GLD-1 RNA inh
50	Cc1ccc(-n2c(SCC(=O)NCc3ccco3)nc3sc4c(c3c2=O)CC(C)(C)SC4)cc1	1	-3.4	-3	-2	-13	2	-10	3	-2
7	Cc1ccc2c(cnn2C(=O)CCC(=O)N2CCCCC2)c1	0	-1.1	2	-3	-1	0	0	-1	0
22	CCc1ccc(NC(=O)C(C)OC(=O)C2CCC(=O)N2)cc1 (stereo unspecified)	-3	-2.5	3	1	1	3	7	0	1
11	COC(=O)CCP(=O)(O)Cc1ccccc1CP(=O)(O)CCC(=O)OC	-1	-1.7	-3	8	-2	-5	1	-3	8

This is a subset; rates above refer to the full screens.
